High-throughput results deposited in PubChem by National Center for Advancing Translational Sciences (NCATS).
B2AR arrestin: beta2AR (human) beta-arrestin recruitment activity; P07550; beta-arrestin recruitment to beta2AR, cell-based reporter; Potency, µM (titrated, usually from 46.1 µM), for the others: top-dose activation, usual class: activators; actives 0.02% (n = 330,000);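 further: potency means the concentration at half of the fitted maximal effect; 0% = DMSO controls and full agonism = EC100 isoproterenol or metaproterenol; nearly all actives have a fitted effect of over 65% in size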
Giardia killer: kills Giardia lamblia; Giardia lamblia trophozoite viability; activity change, % at 7.66 µM, hits read low; actives 0.15% (n = 340,000); in the data active means activity change below about -80%; inconclusive means between about -30% and that limit;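 further: parasites exposed to compound for two days anaerobically before the ATP read; on the % scale 0 is the no-effect control and ±100 the full control effect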
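Giardia lamblia trophozoites (100 cells/well) were incubated with compounds for 48 h at 37 deg C under anaerobic conditions. Viability was read as ATP content by one-step luminescence after 15-30 min at room temperature.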
Tb PFK inh: T. brucei PFK enzyme inhibition | O15648 | T. brucei PFK, ADP-Glo luminescence | actives 0.17% (n = 330,000) | Potency, µM (highest dose often 57.5 µM), for the others: at the highest dose activity, negative = inhibition, hits mostly inhibitors;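 further: potency means the concentration at half of the fitted maximal effect; 0% = uninhibited 1x PFK enzyme wells and -100% = no-enzyme wells; nearly all actives have a fitted effect of over 60% in size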
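ADP-Glo luminescence quantified ADP after 45 min at room temperature, with 1.25 nM T. brucei PFK, 0.1 mM ATP and 0.5 mM fructose-6-phosphate in pH 8.0 TEA buffer. qHTS titrations up to 57 µM; curves classified by quality.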
Coupling enz: coupling enzyme interference in Giardia aldolase counter-screen; coupling enzyme system counterscreen, AmpLite Red fluorescence; activity change, negative = inhibition, % at 58.2 µM, hits read low; actives 0.67% (n = 290,000); AID 2472; in the data active means activity change below about -30%; further: on the % scale 0 is the no-effect control and ±100 the full control effect
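Final compound at 57.5 uM, incubated 10 min at RT with coupling enzyme reagent (glyceraldehyde-3-phosphate), then 20 min with substrate and AmpLite Red detection. Fluorescence read at 525/598 nm; tests interference with the coupling assay, not aldolase inhibition.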
GALK inh: galactokinase (human) inhibition; P51570; Purified GALK, Kinase-Glo residual ATP luminescence; Potency, µM (highest dose often 57.5 µM), for inactives: at the top dose activity change, negative = inhibition, usual class: inhibitors; actives 0.007% (n = 270,000); AID 1868; further: potency means the concentration at half of the fitted maximal effect; on the % scale 0 is the no-effect control and ±100 the full control effect
Target sequence (P51570 whole entry, looked up): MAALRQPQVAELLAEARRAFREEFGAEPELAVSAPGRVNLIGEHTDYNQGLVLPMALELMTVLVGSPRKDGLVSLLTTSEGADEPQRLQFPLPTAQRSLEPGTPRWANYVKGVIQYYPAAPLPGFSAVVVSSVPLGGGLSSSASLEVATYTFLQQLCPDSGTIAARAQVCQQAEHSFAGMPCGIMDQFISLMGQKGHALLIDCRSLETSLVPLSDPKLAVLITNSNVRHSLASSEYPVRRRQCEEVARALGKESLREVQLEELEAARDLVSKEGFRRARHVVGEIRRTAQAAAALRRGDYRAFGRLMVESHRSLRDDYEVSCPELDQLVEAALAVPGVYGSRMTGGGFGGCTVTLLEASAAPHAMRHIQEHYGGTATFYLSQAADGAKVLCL
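The enzyme phosphorylates galactose (100 uM) using ATP (35 uM); inhibition is detected as higher residual ATP, quantified by bioluminescence after 1 h reaction at room temperature, pH 8.0.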
a7 integrin act: activators of alpha7 integrin expression for muscular dystrophy. AID 624291. alpha7betagal myoblasts, beta-gal FDG fluorescence, 48 h. actives 0.064% (n = 350,000). Potency, µM (titrated, usually from 38.3 µM), without a hit: at the highest dose activation, actives largely listed as activators;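 further: potency means the concentration at half of the fitted maximal effect; 100% = response of the positive control SU9516; nearly all actives have a fitted effect of over 60% in size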
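alpha7betagal+/- myoblasts (passage 13, 250/well) treated 48 h at 37C with compounds at 1:260 dilution of DMSO stock. Lysed, then beta-galactosidase activity read as FDG fluorescence (ex 480/em 540) after 30 min, with pre-read for autofluorescence.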
BCR signal inh: blocks chronic active B-cell receptor signaling. actives 0.05% (n = 340,000). AID 493014. ABC-DLBCL IkBa-CBG/CBR reporter, luminescence ratio, 4 h. Potency, µM (doses to about 46.1 µM), inactives show at the highest dose ratio change, negative = lower green/red ratio, actives largely listed as inhibitors; active means well fitted inhibition curve with a large enough effect in the signal ratio, with a control signal flat, not every such curve was filed as active; inconclusive means small, poorly fitted or top-dose-only effect, or effect the other way, or a change in a side signal; the % refers to the signal ratio;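 further: potency means the concentration at half of the fitted maximal effect; plate controls were basal doxycycline-induced cells for no effect and cells given 10 µM MG132 for full effect; MG132 reads +100%, hits lower the ratio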
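TMD8 human ABC-DLBCL cells with doxycycline-inducible IκBα–green luciferase fusion and unfused red luciferase, in 0.5% FBS medium; compounds up to 46 uM, 4 h at 37C. Green/red luminescence ratio, filter-overlap corrected, fitted to concentration-response curves.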
S-ASM inh: human S-ASM enzyme inhibition | P17405 | placental ASM, HMU-PC fluorogenic substrate, 60 min | Potency, µM (top dose mostly 57.5 µM), for inactives: at the highest dose activity change, negative = inhibition, usual class: inhibitors | actives 0.006% (n = 340,000) | AID 504937; further: potency means the concentration at half of the fitted maximal effect
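Fluorogenic HMU-PC substrate (9 uM final) is turned over by placental ASM in 60 min at 37 C after a 10 min compound preincubation. Reaction ended by alkaline stop (pH 10), with fluorescence read at 386/447 nm.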
PTAP TSG101 blk: blocks PTAP/TSG101 interaction to inhibit HIV-1 budding | Q99816 | 340,000 tested, under 10 active | AID 493005 | Potency, µM (highest dose often 115 µM), without a hit: at the highest dose activity change, negative = inhibition, actives largely listed as inhibitors | Fluorescence polarization, FITC-PTAP peptide / Tsg101 binding; active means well fitted inhibition curve with a large enough effect in the main read-out, with a control signal flat, not every such curve was filed as active; inconclusive means small, poorly fitted or top-dose-only effect, or effect the other way, or a change in a side signal; inactive means no such curve, though single readings can be large or run the other way; further: potency means the concentration at half of the fitted maximal effect; % of control where 0% means no effect
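Compounds were pin-transferred onto Tsg101 binding domain (10 uM final) in HEPES pH 7.5 buffer, then FITC-PTAP peptide was added at 50 nM final. After 20 min at RT, polarization reported peptide displacement across a qHTS concentration series.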
PKM2 activator: PKM2 (human) enzyme activation; P14618; purified PKM2, Kinase-Glo ATP luminescence, activation; response scale: 0% is enzyme alone, no compound; Potency, µM (doses to about 57.5 µM), for the others: at the highest dose activation, most hits filed as activators; actives 0.34% (n = 260,000); further: potency means the concentration at half of the fitted maximal effect; on the % scale 0 is the no-effect control and ±100 the full control effect; nearly all actives have a fitted effect of over 55% in size
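hPK-M2, >95% pure; 0.1 mM ADP / 0.5 mM PEP final; imidazole pH7.2 buffer w/ 7 mM MgCl2, 50 mM KCl; 1 h RT; Kinase-Glo lum. Intermediate enzyme activity for dual inhibitor/activator qHTS.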
Menin-MLL TR inh: displaces Texas Red mutant MLL peptide from human menin. Menin + Texas Red MLL mutant peptide, fluorescence polarization. actives 0.23% (n = 270,000). O00255. Potency, µM (highest dose often 61.6 µM), without a hit: at the top dose FP activity change, negative = inhibition, hits mostly inhibitors; active means well fitted inhibition curve with a large enough effect in the polarisation, with a control signal flat, not every such curve was filed as active; inconclusive means small, poorly fitted or top-dose-only effect, or effect the other way, or a change in a side signal; inactive means no such curve, though single readings can be large or run the other way; the % refers to the polarisation; further: potency means the concentration at half of the fitted maximal effect; % of control where 0% means no effect; many of its hits are not listed in these tables
Target sequence (O00255 whole entry, looked up): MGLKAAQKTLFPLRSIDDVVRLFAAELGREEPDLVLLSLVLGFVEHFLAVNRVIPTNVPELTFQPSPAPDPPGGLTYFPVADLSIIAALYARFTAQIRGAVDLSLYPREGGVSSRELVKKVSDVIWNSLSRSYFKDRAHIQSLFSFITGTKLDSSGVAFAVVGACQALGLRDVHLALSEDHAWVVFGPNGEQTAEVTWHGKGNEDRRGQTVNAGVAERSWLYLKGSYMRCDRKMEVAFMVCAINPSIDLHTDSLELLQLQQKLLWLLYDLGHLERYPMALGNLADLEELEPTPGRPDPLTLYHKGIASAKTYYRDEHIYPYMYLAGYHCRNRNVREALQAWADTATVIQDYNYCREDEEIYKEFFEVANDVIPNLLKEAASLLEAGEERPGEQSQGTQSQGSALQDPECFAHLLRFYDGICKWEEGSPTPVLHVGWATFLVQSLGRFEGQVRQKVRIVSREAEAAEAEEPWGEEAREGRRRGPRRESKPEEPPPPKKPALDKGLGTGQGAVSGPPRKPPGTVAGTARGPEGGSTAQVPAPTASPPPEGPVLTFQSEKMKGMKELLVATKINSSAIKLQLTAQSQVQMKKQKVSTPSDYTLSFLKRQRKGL
Active calls of the source: *; ? = inconclusive; · = not tested or not shown; & = joins results of further samples; [ ] = another dose, or the depositor's remark. Unless noted, the call rests on the fitted dose curve; in most records, active means well fitted curve in the direction sought with a large enough effect; inconclusive means small, poorly fitted or top-dose-only effect, or another doubt; inactive means no such curve, though single readings can be large; an effect the other way counts as inactive or inconclusive. Not all compounds are listed (hit frequency here may not be typical).

SMILES	B2AR arrestin	Giardia killer	Tb PFK inh	Coupling enz	GALK inh	a7 integrin act	BCR signal inh	S-ASM inh	PTAP TSG101 blk	PKM2 activator	Menin-MLL TR inh
CCOC(=O)C1C(=O)N(C(=O)c2cncc(Br)c2)CC1c1ccccc1 (stereo not drawn)	0.3%	5	3%	5	4%	-52%[inhibitor]	0%	-1%	1%	-4%	4%
O=C(NCCS(=O)(=O)N1CCN(c2ccc(F)cc2)CC1)C1CC(=O)N(c2ccccc2)C1 (stereo not drawn)	0.2%	-3	-6%	-2	2%	19%	22%	0%	-7%	·	5%
O=C(CSCc1c(Cl)cccc1Cl)NCc1cccnc1	0.0%	-8	-1%	-5	-1%	7%	-2%	0%	-12%	-1%	4%
Cc1ccc(NC2=CC(=O)C(=O)c3ccccc32)cc1	-0.5%	-3	-3%	-56*	-1%	-66%[inhibitor]	?	6%	-11%	-6%	-15%
C=CCOc1ccc(/C=C/C(C)=N\O)cc1	0.1%	-7	-10%	-1	-1%	-14%	?	2%	1%	3%	2%
O=C(NCCc1ccc(Cl)cc1)C1CCCN(c2ncnc3c2nc2n3CCCCC2)C1 (stereo not drawn)	-0.5%	-9	2%	1	-11%	-20%	1%	-1%	-3%	·	-7%
CCN(CC(=O)Nc1c(F)cccc1F)C(=O)CCN1C(=O)C2CC=CCC2C1=O (stereo not drawn)	0.0%	-1	-13%	·	·	-14%	2%	3%	-1%	·	·
COc1ccc(CCNc2ccc([N+](=O)[O-])cn2)cc1	-1.2%	-13	2%	-2	-1%	6%	4%	-6%	-4%	28%	-4%
CCN1CCCC1CNC(=O)c1cn(CC)c2ccc(S(=O)(=O)N3CCCCCC3)cc2c1=O (stereo not drawn)	-0.2%	·	-3%	0	-2%	·	6%	·	·	1%	-20%
c1ccc(Sc2ncccn2)nc1	0.0%	8	0%	-1	-2%	-27%	-3%	-2%	-1%	4%	·
CCOC(=O)N1CCN(C(=O)/C(=C/c2ccccc2OC)NC(=O)c2ccccc2)CC1	-0.8%	-2	-4%	-4	2%	-2%	-3%	-1%	-3%	4%	-13%
Cn1c(=O)n(C)c2cc(/C=N/NC(=O)c3ccc(Cl)cc3)ccc21	-0.8%	4	-4%	1	4%	-23%	0%	-1%	-3%	0%	·
CCNC(=S)NNc1nc(N2CCOCC2)nc(N2CCOCC2)n1	0.1%	4	-6%	0	1%	13%	1%	2%	-6%	4%	3%
COc1ccc(C(=O)NCc2nnc(SCC(=O)N3CCC(C)CC3)o2)cc1OC	2.6%	-5	4%	4	0%	9%	?	-1%	-4%	-2%	-2%
Cc1cc(C)c2c(c1)NC(=O)C2(O)CC(=O)c1cccs1 (stereo not drawn)	·	2	·	0	1%	40%	·	2%	-5%	9%	11%
Cc1ccc(C(=O)Nc2ccc(SC(F)F)cc2)s1	-0.9%	-3	-2%	-10	4%	1%	?	-1%	0%	7%	37%[activator]
S=C(c1ccc2c(c1)OCO2)N1CCCCC1	-0.5%	27	-1%	2	-1%	6%	?	0%	-4%	-4%	5%
CCCc1cc(C(=O)Nc2ccc(F)c(Cl)c2)no1	-0.1%	-14	-18%	0	7%	-14%	?	-4%	-6%	-7%	31%[activator]
CCOC(=O)c1c(NC(=O)COC(=O)c2ncc(Cl)c(Cl)c2Cl)sc(C(=O)N(C)C)c1C	-0.2%	-2	7%	·	·	-31%	-2%	-8%	1%	·	·
CCOc1cccc(-c2cc(-c3n[nH]c(=S)n3CC)c3ccccc3n2)c1	0.1%	-11	16%	-2	-1%	-15%	?	-11%	-5%	0%	31%[activator]
O=C(C1CCCN(c2ncnc3c2nc2n3CCCCC2)C1)N1CCN(c2ccccc2)CC1 (stereo not drawn)	-0.3%	3	-2%	·	-4%	3%	2%	1%	-3%	·	·
COc1ccc(N2CC(C(=O)NCCC3=CCCCC3)CC2=O)c(OC)c1 (stereo not drawn)	-0.1%	-17	-7%	·	·	2%	-2%	0%	1%	·	·
Nc1ccc(Oc2ccc(Br)cc2)cc1	0.0%	-20	-1%	-1	-1%	-24%	25%	3%	0%	1%	7%
CCNc1nc(N)c(C(=O)c2ccc(Cl)s2)s1	-0.1%	3	3%	1	-3%	-12%	?	-9%	-11%	-1%	?
Cc1ccc(-n2nc3cc(Cl)c(NC(=O)c4ccco4)cc3n2)cc1	0.1%	-7	-5%	-5	0%	-11%[7.66 µM]	?	9%	-10%	4%	?
O=C(CSc1nnc(-c2cccnc2)s1)Nc1ccnc2ccccc12	0.0%	-2	-3%	-3	·	-38%	-8%	2%	-2%	11%	15%
Cc1cccc(OCCc2nnc(N)s2)c1C	0.5%	-12	3%	3	5%	3%	-1%	-1%	-9%	-2%	-2%
COc1cc(/C=N/NC(=O)CNC(=O)c2ccco2)ccc1O	-0.1%	25	-1%	1	9%	10%	7%	64%[activator]	-3%	1%	-3%
O=C(Nc1ccc(Cl)cc1)Nc1nnc(CSCc2ccc(Cl)cc2)s1	-0.3%	10	0%	3	1%	?	?	-2%	-2%	-10%	7.9µM*
Cc1nc(NCCN2CCOCC2)c2oc3ccccc3c2n1	0.5%	-2	-2%	-2	12%	-10%	8%	0%	-3%	-7%	-9%
C/C(=N\NC(=O)c1ccccc1Br)c1ccc(N2CCOCC2)cc1	0.2%	12	-1%	-4	1%	?	?	-4%	0%	-1%	4%
S=C(Nc1ccccc1)N1CCCN1c1ccccc1	-0.2%	3	3%	-2	-3%	17%	-8%	-5%	-7%	0%	·
COc1ccc2oc(C(=O)OCC(=O)N(CC(C)C)c3c(N)n(Cc4ccccc4)c(=O)[nH]c3=O)c(C)c2c1	-0.3%	-6	18%	·	·	4%	5%	0%	-1%	·	·
CC(OC(=O)c1ccc(CN2CCCC2=O)cc1)C(=O)Nc1ccc(Cl)cc1 (stereo not drawn)	-0.2%	-11	-3%	·	·	10%	?	-2%	2%	·	·
CCC(C)NC(=O)CN(c1ccc(OC)cc1)S(=O)(=O)c1ccccc1 (stereo not drawn)	5.1%	1	4%	-1	0%	?	-9%	-1%	0%	10%	22%
C/C(=N/NC(=O)c1ccccn1)c1ccncc1	-0.4%	-2	2%	3	-1%	0%	?	3%	-3%	·	-2%
O=C(N/N=C/c1cccs1)c1cccc(NC(=O)c2ccccc2Cl)c1	-0.9%	-18	5%	4	1%	5%	?	-20%	-3%	-3%	-29%
Cc1nc2ccc(S(=O)(=O)N3CCCCC3)cc2s1	0.2%	-1	0%	2	0%	7%	4%	1%	-7%	·	0%
Cc1ccc(NC(=O)CN2C(=O)NC3(CCCCC3)C2=O)cc1S(=O)(=O)N1CCOCC1	-0.4%	17	1%	·	·	17%	-5%	2%	-1%	·	·
COc1cc2cc(C(=O)N3CCC(Cc4ccccc4)CC3)[nH]c2cc1OC	-0.8%	0	2%	-1	·	10%	?	-20%	-1%	·	?
O=C(/C=C/c1ccccc1)CC(O)(c1ccccc1)C(F)(F)C(F)F (stereo not drawn)	-0.3%	1	-3%	-4	-2%	-60%[inhibitor]	?	-8%	-9%	-2%	2%
O=C1/C(=C/c2ccco2)CCC1C1CCCC1 (stereo not drawn)	-0.1%	-16	-3%	6	7%	0%	?	-1%	1%	0%	?
Cc1noc(C)c1C(=O)Nc1ccccc1N1CCCC1	-2.8%	6	0%	·	·	5%	0%	3%	-5%	·	·
NS(=O)(=O)c1cc2c(cc1Cl)NC(C(Cl)Cl)NS2(=O)=O (stereo not drawn)	-0.9%	-21	-2%	2&1	1%	·	-1%	-3%	1%	1%	17%&-1%
Nc1nnc(CSCc2ccccc2)s1	-0.1%	20	4%	-1	0%	14%	4%	0%	-2%	1%	1%
CC(C)CN(C(=O)CSc1nnc2c(Cl)cc(C(F)(F)F)cn12)C1CCS(=O)(=O)C1 (stereo not drawn)	-0.5%	-9	1%	1	0%	-7%	0%	1%	1%	2%	-7%
Cc1sc2nc(COC(=O)c3c(F)cccc3F)[nH]c(=O)c2c1C	0.0%	1	-1%	2	7%	-1%	?	-1%	0%	2%	-5%
O=C1c2cccc3cccc(c23)C(=O)N1OS(=O)(=O)c1ccc(Cl)cc1	-0.1%	7	0%	1	2%	-20%	-1%	-2%	-1%	0%	-1%
COc1ccccc1C(=O)N/C(=C/c1ccccc1)C(=O)Nc1ccc(C(=O)O)cc1	0.0%	-7	12%	7	0%	7%	0%	0%	-3%	7%	-6%
N#Cc1c(-c2ccc(F)cc2)nc2n(c1=O)CCS2	-0.1%	-12	-9%	-3	-1%	2%	?	2%	-4%	0%	-1%
Cc1nn(C(C)C(=O)NCCc2ccco2)c(=O)c2nn(-c3ccccc3)c(C)c12 (stereo not drawn)	0.2%	-15	0%	·	0%	-18%	?	37%	-4%	·	·
